Assay outcomes (PubChem)
E-sel inducer: E-selectin induction in HUVECs, primary screen, imaging, HUVEC, immunofluorescence imaging, single point. activation, % at 7.58 µM. actives 0.37% (n = 260,000). normalized: neutral wells 0, TNF-alpha wells 100. P16581;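 active = mean E-selectin-positive cell signal at least 10% of the positive control, reached in at least 60% of replicates, without over 20% cell loss; inconclusive = no rule given, readout overlaps actives, possibly toxicity-flagged; inactive = the rest, including those meeting only one limit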;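 also: in these data hits start at about 27%; measured in HUVEC primary endothelial cells; signal is the percent of cells scored E-selectin positive by PE staining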
Target sequence (P16581 whole entry, looked up): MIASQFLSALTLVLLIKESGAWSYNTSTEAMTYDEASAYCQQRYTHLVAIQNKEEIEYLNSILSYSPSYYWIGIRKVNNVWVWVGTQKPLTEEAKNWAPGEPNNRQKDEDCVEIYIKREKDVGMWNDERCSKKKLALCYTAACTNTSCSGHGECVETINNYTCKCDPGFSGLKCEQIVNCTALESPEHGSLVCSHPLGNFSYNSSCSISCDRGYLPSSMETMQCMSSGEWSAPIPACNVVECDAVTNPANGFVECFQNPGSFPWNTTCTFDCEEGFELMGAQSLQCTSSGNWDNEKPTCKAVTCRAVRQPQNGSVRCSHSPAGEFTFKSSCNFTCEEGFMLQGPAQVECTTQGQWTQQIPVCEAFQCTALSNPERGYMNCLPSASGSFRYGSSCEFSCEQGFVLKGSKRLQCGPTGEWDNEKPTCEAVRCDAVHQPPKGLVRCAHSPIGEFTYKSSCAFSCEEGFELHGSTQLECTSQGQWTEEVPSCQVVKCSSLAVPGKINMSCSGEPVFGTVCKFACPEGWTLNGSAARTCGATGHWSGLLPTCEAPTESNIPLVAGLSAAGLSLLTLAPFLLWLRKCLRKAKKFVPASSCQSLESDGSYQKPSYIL
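Test system: HUVEC; input: 3,000 HUVEC/well; measured by: immunofluorescence imaging; read-out: % PE-positive cells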
esBAF inh: Bmi1 luciferase reporter increase in mESCs, primary screen, esBAF inhibitor project, mouse ES cells, Bmi1 luciferase knock-in, single point; 24 h; 100% = twice the neutral-well signal; actives 2% (n = 350,000); AID 602393, 2012; reporter increase, % at 12.5 µM; in the data active = activation above about 40%; inconclusive = no clear call, values can overlap the other calls;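 also: 0% = median of the plate's neutral control wells and 100% = double that signal; a rise in the Bmi1 reporter signal indicates esBAF inhibition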
ERp5 block: inhibitors of ERp5-driven insulin aggregation, primary screen, biochemical, turbidity, absorbance 650 nm, single point. inhibition, % at 9.99 µM. 90 min. actives 0.05% (n = 350,000);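 active = mean replicate inhibition above about 25%, with every replicate also reaching it, limit read from the data, passing the limit was not always enough; inconclusive = only one of those two criteria met; inactive = neither criterion met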
PglD DTNB: C. jejuni PglD acetyltransferase inhibitors, primary screen, biochemical, DTNB colorimetric, single point | inhibition, % at 12.5 µM | actives 0.098% (n = 360,000) | UDP-N-acetylbacillosamine N-acetyltransferase PglD (Campylobacter jejuni) | AID 602405, 2012 | purified PglD enzyme, DTNB colorimetric CoA detection; in the data active = inhibition above about 16%, passing the limit was not always enough; inconclusive = no clear call, values can overlap the other calls; also: strong numbers were not always called active
ARNT TACC3 PPI: disruptors of ARNT/TACC3 protein interaction, primary screen, biochemical, AlphaScreen, single concentration | actives 0.66% (n = 390,000) | AlphaScreen His-ARNT PAS-B/GST-TACC3 binding, luminescence; TACC3 fragment carries E629A point mutation | AID 623870, 2012 | Transforming acidic coiled-coil-containing protein 3 (Homo sapiens), Q9Y6A5 | inhibition, % at 9.99 µM;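 active = mean inhibition of replicates at least 50% and at least half of replicates each reaching 50%; inconclusive = half or more replicates reach 50% but mean below 50%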;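 also: 0% = complete ARNT plus TACC3 wells and 100% = ARNT alone without TACC3; many hits fall short of the cut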
RAD54 branch: inhibitors of human RAD54 branch migration, primary screen, biochemical, fluorescence, single point; actives 0.14% (n = 360,000); inhibition, % at 10.4 µM; RAD54 Holliday junction branch migration, FAM/BHQ fluorescence;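 active = mean normalized replicate activity at least 40 and at least half of replicates scoring 40 or more; inconclusive = only one of the two criteria met; inactive = mean below 40 and under half of replicates reaching 40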;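 also: 0% = median of neutral control wells and 100% = median of positive control wells; inhibitors cause a drop in the FAM fluorescence signal; in these data hits start at about 50%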
Casp6 inh: human caspase-6 inhibitors, primary screen, biochemical, VEID-R110 fluorescence, single point, set 2. P55212. purified caspase-6, Z-VEID-R110 cleavage fluorescence. inhibition, % at 12.5 µM. actives 0.53% (n = 350,000);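 active = mean inhibition across replicates at least about 35%, with every replicate also reaching that limit, limit read from the data; inconclusive = only one of the two criteria met; inactive = neither criterion met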;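 also: 0% = median of neutral control wells and 100% = no fluorescence left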
Target sequence (P55212 24-179 limits assumed): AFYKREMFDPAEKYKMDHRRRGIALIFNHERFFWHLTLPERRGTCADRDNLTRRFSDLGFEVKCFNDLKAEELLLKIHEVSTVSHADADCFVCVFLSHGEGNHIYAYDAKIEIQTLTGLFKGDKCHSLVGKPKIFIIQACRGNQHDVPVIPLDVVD
Target sequence (P55212 194-293 limits assumed): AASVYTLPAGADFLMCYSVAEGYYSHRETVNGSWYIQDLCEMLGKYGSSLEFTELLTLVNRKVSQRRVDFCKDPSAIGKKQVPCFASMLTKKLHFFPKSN
RAD52 inh: RAD52 DNA annealing inhibitors, primary screen, biochemical, FRET, single point, set 2. DNA repair protein RAD52 homolog (Homo sapiens), P43351. recombinant RAD52 DNA annealing, FRET fluorescence. inhibition, % at 18.7 µM. actives 0.46% (n = 360,000). AID 651710, 2012;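 active = every replicate showing at least 50% inhibition; inconclusive = mean inhibition at least 50% but not in every replicate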
Numbers without * were called inactive; ? = inconclusive; . = no result given. Outcome played no part in choosing rows, and some 3.2% of all compounds hit somewhere here.

item	mol	ERp5 block	esBAF inh	E-sel inducer	Casp6 inh	PglD DTNB	RAD52 inh	ARNT TACC3 PPI	RAD54 branch
1	Clc1ccc(OCCn2c(-c3ccco3)nc3ccccc32)cc1	.	-2	.	.	-2	.	2	4
2	C[C@@H]1CCCCO[C@@H](CN(C)S(=O)(=O)c2cn(C)cn2)[C@H](C)CN([C@@H](C)CO)C(=O)c2cc(NC(=O)CCC(F)(F)F)ccc2O1	-2	1	0.0	-2	0	2	-1	3
3	OCc1ccnc(Cl)c1	5	.	.	-4	.	-7	-10	.
4	O=C(CCSc1ccccc1)NC1CCCCCC1	2	.	.	3	.	0	-6	.
5	COC(=O)C1CCN(C(=O)/C(C)=C\c2ccccc2)CC1	-1	-4	-0.3	-3	0	-4	-1	-3
6	C[C@@H]1CN([C@@H](C)CO)C(=O)c2cccc(NC(=O)c3ccncc3)c2O[C@@H]1CN(C)S(C)(=O)=O	-6	4	.	4	-2	3	-4	6
7	COCCCn1c(=O)c2ccccc2n(CC(=O)NC2CCCCC2)c1=O	-3	-9	.	-5	-3	-8	-1	5
8	COc1cccc(CN2CCNC(=O)C2CC(=O)NC2CCCCCCC2)c1 (centres undefined)	3	5	.	5	-3	-9	13	1
9	CCNC(=O)C[C@@H]1CC[C@H](NC(=O)C2CC2)[C@@H](CO)O1	0	0	0.0	-1	-2	0	-6	-2
10	COc1ccc(S(=O)(=O)N(C)C[C@H]2OCCCC[C@H](C)Oc3ccc(NS(C)(=O)=O)cc3C(=O)N([C@@H](C)CO)C[C@H]2C)cc1	-4	0	0.4	3	-2	-5	-7	1
11	CC(=O)/C(=C\N(C)C)Sc1ccc(C)cc1	-6	.	11	1	-3	-5	3	-11
12	OCC[C@H]1C[C@H](O)[C@@H](O)[C@]2(CCc3ccccc3O2)O1	3	-2	-0.2	-4	2	-7	-2	-8
13	COCCNc1ncnc2c1cnn2Cc1ccc(Cl)cc1	.	0	.	.	-7	.	-11	-8
14	O=C(NCc1ccccc1)c1cc[n+]([O-])cc1	3	-5	.	-2	0	1	-10	11
15	O=C(COc1ccc(Cl)cc1[N+](=O)[O-])NC1CCCCC1	-4	101*	-0.2	2	.	-8	3	.
16	COc1ccc(-c2noc(-c3csc([C@@H]4C[C@H](O)[C@@H](CO)O4)n3)n2)cc1OC	1	37	0.8	2	-4	0	.	-2
17	COc1ccc(C2Nc3ccccc3C(=O)N2NS(C)(=O)=O)c(OC)c1 (centres undefined)	3	4	-0.4	-2	1	1	-7	-5
18	CO[C@@H]1CN(C)C(=O)c2ccc(NS(=O)(=O)c3cccc(F)c3)cc2OC[C@H](C)NC[C@H]1C	5	-1	1.1	-1	0	-7	-13	5
19	C[C@@H]1CN([C@@H](C)CO)C(=O)c2cc(NC(=O)CCCN(C)C)ccc2O[C@H]1CN(C)S(C)(=O)=O	-2	-2	-11	-3	5	4	-1	5
20	COc1ccc(NC(=O)C(c2ccc(C(F)(F)F)cc2)n2c(=O)c(-c3ccco3)nc3ccccc32)cc1 (centres undefined)	3	.	0.0	-1	.	-32	.	.
21	O=C(CSc1ncccn1)NCc1cccs1	-2	12	2.4	-1	-9	-8	-3	-8
22	C[C@@H]1CN([C@H](C)CO)C(=O)c2cc(NC(=O)Cc3ccccc3)ccc2O[C@H]1CN(C)Cc1ccncc1	0	0	-4.7	.	-1	5	-4	1
23	CO[C@H]1CN(C)C(=O)c2ccc(NS(C)(=O)=O)cc2OC[C@@H](C)N(Cc2cccnc2)C[C@H]1C	0	2	-0.2	-3	2	6	2	0
24	C[C@@H]1CCCCO[C@@H](CN(C)Cc2ccc(Cl)c(Cl)c2)[C@H](C)CN([C@H](C)CO)C(=O)c2cc(N(C)C)ccc2O1	-3	5	-0.1	0	-2	-44	22	7
25	O=C1C(=O)N(CCN2CCOCC2)C(c2ccc(F)cc2)/C1=C(/O)c1ccc(S(=O)(=O)N2CCOCC2)cc1 (centres undefined)	-1	1	.	2	10	-22	-5	-4
26	Cc1ccc2ccccc2c1COC(=O)c1nonc1N	2	-7	.	-3	-1	-17	2	3
27	CCCCNC(=O)C1(C)CCCCN1Cc1ccc(OCc2ccccc2)cc1 (centres undefined)	5	5	-2.6	-4	0	-12	.	0
28	Cc1nn(-c2ccc(N3CCOCC3)nn2)c(C)c1CCC(=O)NCc1ccc(F)cc1	0	5	.	-4	5	-5	-1	-14
29	O=S1(=O)CCN(Cc2ccncc2)CC1	-1	-3	-0.2	-1	1	-17	.	1
30	CCC(=O)Nc1ccc2c(c1)C(=O)N(C)[C@@H]1CC[C@H](CC(=O)NCCN3CCCCC3)O[C@@H]1CO2	-38	-1	0.2	-54	2	11	-5	-2
31	C=CCNC(=S)Nc1ccc(C(N)=O)cc1	1	.	.	-6	.	5	0	.
32	Cc1ccc(C)c(OCCC(=O)NNC(=O)c2ccccc2)c1	5	1	.	0	-2	-15	0	-3
33	C/C=C/c1ccc([C@@H]2[C@@H](CO)N(C(=O)C3CC3)C23CN(C(=O)NC(C)C)C3)cc1	-1	.	0.1	-1	.	-18	.	.
34	Cc1cc(NC(=O)c2cccnc2)ccc1NC(=O)c1ccco1	0	-4	.	3	-5	-12	-6	-6
35	O=C(Nc1ccc(F)cc1)c1ccccc1NC(=O)C1CC=CCC1C(=O)O (centres undefined)	1	7	-0.2	37*	1	3	-3	-8
36	Cc1ccc(-n2c3c(cc(C(=O)NCc4ccco4)c2=O)C(=O)CC(C)(C)C3)cc1	.	5	.	.	-2	.	-5	3
37	Cc1ccc(CNC(=O)CSc2nc(=O)n3cccc(C)c3n2)cc1	-2	1	.	-4	6	-7	-4	-16
38	O=C(Nc1ccccc1F)N1CCCCN2[C@H](CO)[C@H](c3ccc(C#Cc4cccnc4)cc3)[C@@H]2C1	0	-2	0.0	-1	0	-10	-6	-1
39	Cc1cc(C)cc(N(CCC#N)C(=O)CSc2n[nH]c(N)n2)c1	-2	-3	0.1	-1	-1	-7	.	5
40	COc1cccc(-c2ccc3c(c2)O[C@H](CN(C)C(=O)c2ccccc2F)[C@H](C)CN([C@@H](C)CO)S3(=O)=O)c1	0	-4	.	0	1	19	4	-5
41	COc1ccccc1-c1ccc2c(c1)[C@@H]1[C@@H](CCN1C(=O)c1ccc3c(c1)OCO3)[C@H](CO)N2	3	7	-0.5	.	-5	5	10	0
42	O=C(CCCN1C(=O)/C(=C/c2ccccc2)SC1=S)Nc1ccc(O)cc1	0	.	-0.2	2	.	-8	4	.
43	CCOc1ccccc1-n1c(SCC(=O)NC)nnc1-c1ccco1	3	-8	.	1	5	-11	-5	1
44	Cn1cccc1C(C(=O)NC1CCCCC1)N(C(=O)Cc1cccs1)c1ccc2c(c1)OCO2 (centres undefined)	.	-2	.	.	-1	.	-19	-3
45	CCNc1nc(SCCOc2ccc(Cl)cc2Cl)nc(N(C)C)n1	1	.	.	-2	.	-17	-11	.
46	CS(=O)(=O)c1nc(S(=O)(=O)c2ccc(Cl)cc2)c(N2CCC(C(N)=O)CC2)s1	5	29	.	-3	-2	2	-1	3
47	CC1(C)CC2CC(C)(CN2C(=O)COc2cccc3ccccc23)C1 (centres undefined)	.	13	.	.	0	.	-4	3
48	C=CCC1NS(=O)(=O)OCC1NC(=O)OCC(Cl)(Cl)Cl (centres undefined)	12	-4	-0.1	6	0	-1	-8	-14
49	COc1cc2c(cc1C1NC(=S)NC(C)=C1C(=O)N(C)C)CCCC2 (centres undefined)	8	.	.	-4	.	-7	-6	.
50	CO[C@@H]1CN(C)C(=O)c2ccc(NC(=O)Nc3cccc(F)c3)cc2OC[C@H](C)N(C(C)=O)C[C@H]1C	0	7	0.1	-3	-2	-18	2	1
51	COc1ccc(NC(=S)c2ccc3ccccc3n2)cc1	.	?	.	.	8	.	9	4
52	Cc1cc(C)c(OCC(=O)OC(C)C(=O)NCc2ccccc2)c(C)c1 (centres undefined)	1	.	1.1	0	.	-13	.	.
53	O=C(O)COc1ccc2c3c(c(=O)oc2c1)CCC3	.	-2	.	.	-6	.	-3	0
54	CCc1cc(=O)oc2cc(C)cc(OCC(=O)NCc3ccncc3)c12	-7	0	0.1	-1	6	10	-6	-11
55	C[C@H](NC(=O)C[C@H]1C[C@@H]2c3cc(NC(=O)C4CCOCC4)ccc3O[C@@H]2[C@@H](CO)O1)c1ccccc1	5	-2	0.6	1	-2	8	0	-1
56	COc1ccc(CN(C)C[C@@H]2OCCCC[C@@H](C)Oc3ccc(NC(=O)NC4CCCCC4)cc3C(=O)N([C@H](C)CO)C[C@H]2C)cc1	0	-5	-0.1	0	1	6	9	-4
57	O=C(NC1CCCCCC1)c1ccc(CN2CCOCC2)cc1	.	18	.	.	4	.	-10	-1
58	COc1ccc(-c2csc3ncnc(N4CCN(S(=O)(=O)c5ccc(C(C)=O)cc5)CC4)c23)cc1	-3	-3	.	-2	-3	-4	20	0
59	CCCCCCC1CCC(C(=O)Nn2c(C)nc3ccccc3c2=O)CC1 (centres undefined)	.	-6	.	.	1	.	1	1
60	COc1ccc2cc(CN(CCO)C(=O)c3ccc(Br)cc3)c(=O)[nH]c2c1	.	9	.	.	10	.	0	-3

Two records drawn at random from the list so far:
item	mol	ERp5 block	esBAF inh	E-sel inducer	Casp6 inh	PglD DTNB	RAD52 inh	ARNT TACC3 PPI	RAD54 branch
60	COc1ccc2cc(CN(CCO)C(=O)c3ccc(Br)cc3)c(=O)[nH]c2c1	.	9	.	.	10	.	0	-3
13	COCCNc1ncnc2c1cnn2Cc1ccc(Cl)cc1	.	0	.	.	-7	.	-11	-8

Continuation.
item	mol	ERp5 block	esBAF inh	E-sel inducer	Casp6 inh	PglD DTNB	RAD52 inh	ARNT TACC3 PPI	RAD54 branch
61	O=C(O)c1ccc2c(=O)n3c(nc2c1)/C(=C/c1ccc(C(F)(F)F)cc1)CC3	8	-2	.	2	-1	-4	2	-5
62	Cc1[nH]n(-c2ccc(Cl)c(Cl)c2)c(=O)c1CCO	13	2	3.8	-1	5	-1	-29	1
63	C[C@@H]1CCCCO[C@H](CN(C)S(=O)(=O)c2ccc(Cl)cc2)[C@H](C)CN([C@@H](C)CO)C(=O)c2cc(NS(=O)(=O)c3ccc(F)cc3)ccc2O1	-3	-1	.	0	4	-6	-17	9
64	COc1ccc(OCC(O)Cn2c(N)nc3c2c(=O)[nH]c(=O)n3C)cc1 (centres undefined)	-2	-6	3.7	-3	3	-23	5	2
65	COc1cc(C[C@@H](C)[C@@H](C)Cc2ccc(O)c(OC)c2)ccc1O	-2	-13	0.1	0	0	-12	41	-4
66	CC1N(C)c2cc(NC(=O)c3ccco3)ccc2C1(C)C (centres undefined)	6	.	.	0	.	-61	15	.
67	O=C(C1CCN(c2nnc(-n3cccc3)s2)CC1)N1CCOCC1	-1	8	0.3	2	-4	1	-19	4
68	CC(C)C#Cc1cnc2c(c1)C(=O)N([C@@H](C)CO)C[C@@H](C)[C@@H](CN(C)C(=O)c1cccnc1)O2	5	-3	-0.1	2	5	12	1	8
69	CC(C)CC(=O)NC(=S)Nc1ccccc1N1CCCC1	2	.	-0.1	-1	6	-10	7	-4
